# High-throughput results: PubChem, The Scripps Research Institute Molecular Screening Center
# TAAR1 agonist: human TAAR1 agonists, primary screen, Fluo-8 calcium fluorescence, CHO RD-HGA16 cells | vehicle wells 0%, saturating PEA agonist 100% | activation, % at 3 µM | 360,000 compounds, 0.99% hits;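 active = activation above the mean activation of all test compounds in the run plus 3 SD, cut at about 38% in these data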
# Target sequence (Q96RJ0 whole entry, looked up): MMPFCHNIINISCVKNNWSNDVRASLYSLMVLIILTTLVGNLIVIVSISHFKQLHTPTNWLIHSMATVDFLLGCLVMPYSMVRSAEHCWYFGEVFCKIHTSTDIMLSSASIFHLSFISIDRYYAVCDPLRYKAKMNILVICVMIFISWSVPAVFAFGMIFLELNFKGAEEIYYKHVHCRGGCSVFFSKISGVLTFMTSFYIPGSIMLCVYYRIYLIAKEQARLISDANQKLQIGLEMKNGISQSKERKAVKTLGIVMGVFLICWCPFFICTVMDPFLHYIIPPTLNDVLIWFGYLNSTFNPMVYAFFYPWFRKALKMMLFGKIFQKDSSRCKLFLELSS
#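 test system = CHO RD-HGA16 cells carrying human TAAR1 plus Gα16 | schedule = 17-24 h seeding, 75 min 37 °C dye, 30 min RT | compound dosing = 3 µM single concentration | control set = DMSO and PEA EC100 | replicates = n 1 | signal = Fluo-8 fluorescence, 5 s baseline then 140 s kinetic read | measure = percent activation vs PEA EC100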
# CHO parental Ca: ATP-evoked calcium signal inhibitors, parental CHO, primary screen, counter-screen for OX1R antagonist project, cell-based, fluorescence, Fluo-8 calcium dye. parental CHO-K1, ATP-induced calcium, Fluo-8 fluorescence. AID 463079, 2010. 330,000 compounds, 0.63% hits. inhibition, % at 5.6 µM;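 active = inhibition above that plate's mean sample inhibition plus 3 SD, cut at about 26% in these data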;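 also: 0% = ATP-challenged DMSO wells and 100% = DMSO wells without ATP; some compounds past the cut are filed as inactive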
#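 Material: Parental CHO cells | Reagent: ATP | Compound dosing: Single nominal dose of 5.6 µM per compound | Detection: Intracellular calcium via Fluo-8 no-wash fluorescent dye | Read-out: % inhibition of ATP-induced calcium mobilization | Benchmarks: Low control ATP plus DMSO, high control DMSO only | Replicates: Singlicate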
# V1R ag counter: agonists of human V1a receptor, primary screen, counter-screen for OXTR agonist project, fluorescence, CHO-V1R cells; Vasopressin V1a receptor (Homo sapiens), P37288; Fluo-8 calcium fluorescence, agonist mode; 0% DMSO, 100% 3 nM vasopressin; activation, % at 3 µM; 320,000 compounds, 0.25% hits; AID 2797, 2010;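 active = activation above the mean activation of all tested compounds plus 3 SD, per screening run, cut at about 20% in these data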;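 also: signal is peak over basal fluorescence ratio across a 100 second FLIPR read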
# Target sequence (P37288 whole entry, looked up): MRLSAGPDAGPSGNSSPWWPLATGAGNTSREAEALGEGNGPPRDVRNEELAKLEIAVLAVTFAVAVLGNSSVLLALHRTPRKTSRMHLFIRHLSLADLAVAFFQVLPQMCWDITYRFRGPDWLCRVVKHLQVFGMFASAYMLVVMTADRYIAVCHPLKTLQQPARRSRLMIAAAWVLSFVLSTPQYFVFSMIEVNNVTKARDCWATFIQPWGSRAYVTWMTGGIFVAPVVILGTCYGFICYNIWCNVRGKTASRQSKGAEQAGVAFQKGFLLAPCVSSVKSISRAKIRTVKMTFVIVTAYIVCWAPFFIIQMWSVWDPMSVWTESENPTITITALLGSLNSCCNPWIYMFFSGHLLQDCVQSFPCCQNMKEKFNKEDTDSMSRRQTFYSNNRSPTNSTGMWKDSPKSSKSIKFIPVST
# TAAR1 antag: human TAAR1 antagonists, primary screen, Fluo-8 calcium fluorescence, CHO RD-HGA16 cells; antagonist; 360,000 compounds, 1.5% hits; inhibition, % at 3 µM; AID 624466, 2012;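 active = inhibition above a per-plate cutoff, the mean inhibition of test compounds on that plate plus 3 SD, cut at about 49% in these data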;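 also: 0% = DMSO plus EC80 beta-PEA response and 100% = DMSO alone without agonist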
#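 Test system: hTAAR1-expressing CHO RD-HGA16 cells, Gα16-coupled; Probe or stimulus: EC80 β-phenethylamine stimulus; Compound dosing: single nominal final test compound concentration of 3 µM; Timing: 140 s kinetic read after compound, 140 s after agonist; Signal: Fluo-8 calcium-sensitive fluorescence; Measure: % inhibition of agonist calcium response; Controls: DMSO and EC80 PEA controls.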
# CHRM1 PAM: human M1 muscarinic receptor positive allosteric modulators, primary screen, CHO-K1 cells, Fluo-8 calcium fluorescence, 1536-well; AID 588819, 2011; activation, % at 3 µM; CHO-K1 hM1, ACh EC20; 0% = ACh EC20, 100% = maximal ACh; 360,000 compounds, 0.088% hits; in the data active = activation above about 19%, passing the limit was not always enough
# OXTR potentiator: human OXTR potentiators, primary screen, fluorescence, CHO-OTR cells, Fluo-8 calcium. Oxytocin receptor (Homo sapiens), P30559. Fluo-8 calcium fluorescence, potentiator mode; 0% = oxytocin EC15, 100% = EC100. activation, % at 3 µM. 320,000 compounds, 0.061% hits. AID 2445, 2010;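 active = activation above that plate's cutoff, the mean activation of tested compounds plus 3 SD, cut at about 6.6% in these data, passing the limit was not always enough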;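 also: 100% uses oxytocin at 75 nM as the full agonist control; some results filed as inactive read as strong as hits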
#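 Assay system: CHO cell line stably expressing human OTR | Also added: Oxytocin at about EC15, sub-maximal agonist stimulus | Times: Compound 6 min at room temperature before oxytocin, 100 s read | Measured by: Fluo-8 intracellular calcium fluorescence, ex 470-495, em 515-575 nm | Controls: EC15 oxytocin alone as 0%, 75 nM oxytocin as 100%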
# M1 ag: human M1 muscarinic receptor agonists, primary screen, Fluo-8 calcium fluorescence, CHO-K1 cells, HTS; CHO-K1 hM1, agonist mode; 0% DMSO, 100% acetylcholine EC100; activation, % at 3 µM; 360,000 compounds, 0.33% hits;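 active = activation above the run's mean compound activation plus 3 SD, cut at about 16% in these data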;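 also: peak over basal fluorescence ratio within a 140 s kinetic read after compound addition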
# OXTR agonist: human OXTR agonists, primary screen, fluorescence, CHO-OTR cells, Fluo-8 calcium; AID 2435, 2010; activation, % at 3 µM; Oxytocin receptor (Homo sapiens), P30559; 320,000 compounds, 0.32% hits; Fluo-8 calcium fluorescence; normalized: DMSO 0%, oxytocin 100%;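 active = activation above the mean of all tested compounds plus 3 SD, cutoff set per screening run, cut at about 20% in these data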;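 also: peak over basal fluorescence ratio from a 100 s FLIPR kinetic read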
# CHRM1 antagonist: human M1 muscarinic receptor antagonists, primary screen, CHO-K1 cells, Fluo-8 calcium fluorescence, 1536-well | Muscarinic acetylcholine receptor M1 (Homo sapiens), P11229 | CHO-K1 hM1, ACh EC80 antagonist | inhibition, % at 3 µM | 360,000 compounds, 1.3% hits | AID 588852, 2011;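 active = percent inhibition above its own plate's cutoff, namely the mean of that plate's compound wells plus 3 SD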;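 also: peak over basal fluorescence ratio during 140 s after agonist addition; 0% = ACh EC80 plus DMSO and 100% = DMSO alone without agonist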
# The depositor's hits bear a star; · = not tested or not shown.
SMILES,TAAR1 agonist,CHO parental Ca,V1R ag counter,TAAR1 antag,CHRM1 PAM,OXTR potentiator,M1 ag,OXTR agonist,CHRM1 antagonist
Cc1nn(C)c(C)c1S(=O)(=O)N(CC(=O)Nc1ccc2c(c1)OCO2)c1ccc(C(C)C)cc1,2,3,-1.0,37,2,-9,-5,-1.6,-7
O=C1CCCc2c1[nH]c1ccccc21,15,-11,0.2,-12,7,-19,-2,0.3,-3
COC(=O)C1=C(N)Oc2cc(C)[nH]c(=O)c2C1c1cc(OC)c(OC)c(OC)c1 (configuration not stated),5,-4,0.8,8,7,-5,-3,-0.6,-9
COc1ccc(N=Nc2cc(C)ccc2O)cc1,0,-13,-0.6,-8,10,-5,-3,-1.6,-19
Nc1sc(-c2ccccc2)cc1C(=O)N/N=C/c1ccc(Cl)cc1,19,-6,0.8,-17,12,-5,0,-0.2,-26
COc1ccc(F)cc1C(=O)C1CCCN(C(=O)CSc2ccccn2)C1 (configuration not stated),6,-14,2.8,-20,9,-5,-2,1.2,-10
Cn1c(N)c(C(=O)COC(=O)[C@H](Cc2ccccc2)N2C(=O)c3ccccc3C2=O)c(=O)n(C)c1=O,19,-10,4.8,27,-6,-16,-6,4.9,5
O=C(NC1CCCCCC1)C1CCC(CNS(=O)(=O)c2ccc(Br)s2)CC1 (configuration not stated),4,-4,1.5,40,-4,-1,-8,0.1,5
O=C(COC(=O)CNS(=O)(=O)c1ccc(F)c(F)c1F)NC1CCCC1,0,13,0.2,-2,6,-8,0,0.0,-17
O=C(NC(=S)Nc1ccc(Br)cn1)c1cccs1,0,-12,-0.2,12,5,-2,-8,-0.5,-3
CCOc1ccc(C2=Nn3c(nnc3-c3ccccn3)SC2)cc1,8,-18,-0.1,-14,4,-11,-5,-1.9,-1
N/C(=N\O)c1ccncc1,1,-10,1.6,-24,0,-5,-2,-0.7,11
O=C(CN1CCN(Cc2ccc(F)cc2Cl)C1=O)NCCCN1CCOCC1,1,-6,1.2,-8,2,-5,-5,-0.3,-2
COC(=O)c1cc(NC(=O)c2cccc(F)c2)cc(C(=O)OC)c1,-1,-24,0.0,-11,7,4,-1,-0.7,-12
COC(=O)c1sccc1NC(=O)c1ccco1,1,-16,-0.1,-7,3,-1,-2,-2.6,-3
CCn1c(SCC(=O)NC(C)c2ccccc2)nc2ccccc21 (configuration not stated),·,-16,-1.6,·,-5,2,-7,-1.3,6
O=C(CCn1c(=O)oc2ccccc21)N(Cc1ccccc1)c1ccccn1,2,-7,-0.7,5,2,1,-8,-0.4,-3
COc1ccccc1CCNC(=O)C(=O)NCC1CCCN1S(=O)(=O)c1ccccc1 (configuration not stated),49*,-33,-0.4,59*,-6,-12,-5,-2.9,15
C=C1CCN(Cc2ccccc2)S(=O)(=O)c2ccccc21,13,-10,-1.7,9,9,-2,-2,-1.7,-16
CCC(=O)NNc1nc2c(C)cccc2s1,4,-6,-0.4,15,9,-17,-1,-0.4,-9
C[C@]12CC[C@@H]3c4ccc(O)cc4CC[C@H]3[C@@H]1CC[C@@H]2OC(=O)CCC(=O)O,4,-8,4.2,-22,3,-7,2,7.7,-25
COc1cccc(NC(=O)C(=O)N/N=C/c2cc(C)n(-c3ccc(Cl)c(Cl)c3)c2C)c1,-1,-6,1.9,14,-2,-5,-6,-1.1,6
CC(C)N(C(=O)COC(=O)c1ccc(Cl)s1)c1ccccc1,6,-11,-0.1,-16,6,-5,-1,0.1,6
COc1cccc2c(N/N=C/c3ccco3)cc(C)nc12,2,-1,-0.4,-11,7,0,-4,-1.2,-10
CC(C)CC(COCc1ccc(F)cc1)N1CCN(C(=O)c2cccc(C(F)(F)F)c2)CCC1=O (configuration not stated),7,-28,-1.3,3,3,-2,-5,-0.3,-5

# 2 entries from above in a different format:
compound	TAAR1 agonist	CHO parental Ca	V1R ag counter	TAAR1 antag	CHRM1 PAM	OXTR potentiator	M1 ag	OXTR agonist	CHRM1 antagonist
COc1cccc(NC(=O)C(=O)N/N=C/c2cc(C)n(-c3ccc(Cl)c(Cl)c3)c2C)c1	-1	-6	1.9	14	-2	-5	-6	-1.1	6
CC(C)N(C(=O)COC(=O)c1ccc(Cl)s1)c1ccccc1	6	-11	-0.1	-16	6	-5	-1	0.1	6

# Following part:
SMILES,TAAR1 agonist,CHO parental Ca,V1R ag counter,TAAR1 antag,CHRM1 PAM,OXTR potentiator,M1 ag,OXTR agonist,CHRM1 antagonist
O=C(NC(=S)Nc1ccc(Cl)cc1)c1ccccc1,6,-3,-0.6,-19,14,-8,-1,-1.5,-18
COc1ccc(-c2noc(CN(C)CCC3CCCCO3)n2)cc1 (configuration not stated),18,12,2.8,-1,3,-7,-2,1.3,-4
CCCCn1cc(C(C)(C)C)c(C#N)c1NC(C)=O,2,8,0.4,-27,6,3,-4,0.3,-13
CC(=O)Nc1ccc(C(=O)NNC(=O)CCCCC(=O)NNC(=O)c2ccc(NC(C)=O)cc2)cc1,1,-13,0.9,-26,8,-4,-1,0.8,-11
CCOc1ccc(OCCSc2nc(C)cc(=O)[nH]2)cc1,-1,-1,-1.0,-19,0,-7,-4,-0.4,0
O=C(COc1cccc2c1CCN(Cc1ccccc1)C2=O)N1CCCCC1,3,-11,1.4,-15,5,-4,-5,1.0,-12
CN(Cc1ccccc1N1CCCC1)C(=O)c1cc2ccccc2o1,1,-32,-1.0,17,-6,2,-8,-1.5,-1
CCc1ccc(C(=O)COC(=O)C2CCN(c3ccc(C(F)(F)F)cn3)CC2)cc1,6,-12,0.2,-47,4,-1,0,0.6,-4
CC1CC(C)CN(c2oc(-c3ccccc3Cl)nc2C#N)C1 (configuration not stated),5,-16,-0.3,-24,6,-7,-7,-1.2,-6
Cc1ccc(-c2ccc(OC(=O)c3ccc(=O)[nH]c3)c(C)c2)cc1,8,-3,1.9,8,0,-4,-3,5.5,0
COc1ccc(OCCNC(=O)c2ccccc2OCC(=O)N2CCCCC2)cc1,12,-10,6.3,29,-14,-5,1,-0.4,4
CNC(=O)COc1ncnc2sccc12,6,·,·,8,2,·,-1,·,-17
CCCCCCNc1nc(NCc2ccco2)nc(OCC)n1,3,-30,-0.8,-2,-6,-8,-5,-1.5,-2
O=C(CSc1nnc(CNC(=O)c2ccc(F)cc2)o1)Nc1ccc2c(c1)OCCO2,7,-2,0.2,-24,3,-6,-3,-0.9,-15
Cc1ccc(C(C(=O)Nc2ccc3c(c2)OCO3)N(C)C(=O)Cc2c[nH]c3ccccc23)cc1 (configuration not stated),16,-32,2.1,32,2,-4,3,1.6,18
CC(=O)c1ccc(NC(=O)CSc2ccc(-c3ccc(-n4cccn4)cc3)nn2)cc1,1,-10,-0.5,0,4,-1,-1,-0.2,-14
Cc1ccc2c(c1)NCC(C(=O)NC1CCCCC1)O2 (configuration not stated),·,-10,-1.2,·,1,-2,-3,-0.6,5
CCOC(=O)C1CCN(C(c2cc(OC)c(OC)c(OC)c2)c2sc3nc(C)nn3c2O)CC1 (configuration not stated),0,-17,1.4,-19,1,1,-5,1.6,-4
CC1=C(C(=O)N2CCCCCC2)CC(CC(=O)NC2CCCCC2)C(=O)N1Cc1ccccc1 (configuration not stated),-1,·,·,-1,3,·,-5,·,-31
CCOC(=O)c1c(C)c(C(=O)N(C)C2CCCCC2)c(C)n1C,7,-11,-0.5,0,7,-2,-6,-1.2,-1
Cc1ccc(CNC(=O)C2CC3Cn4c(nc5cc(Cl)c(Cl)cc54)C3N2C)o1 (configuration not stated),8,-18,0.0,-8,1,0,-3,0.6,3
CCCn1c(=O)c(C(=O)Nc2ccccc2C)c(O)c2ccccc21,1,5,1.2,2,-1,-9,-3,-0.1,7
O=C(NC1CCCCC1)c1sc(=S)n2c1[nH]c(=O)c1ccccc12,30,-3,12,-10,3,-17,1,14,-3
CCCOc1ccc(C(C)=O)cc1CN1CCOCC1,0,-5,0.6,7,1,-2,-6,-0.1,-6
Cc1cc(C)cc(NC(=O)CCc2ccc(C)o2)c1,-4,-12,-0.6,-10,2,4,-3,-2.7,-6
# (next part)
SMILES,TAAR1 agonist,CHO parental Ca,V1R ag counter,TAAR1 antag,CHRM1 PAM,OXTR potentiator,M1 ag,OXTR agonist,CHRM1 antagonist
C1CCN(c2c3c(nc4nnnn24)CCCC3)CC1,0,-11,-0.4,12,8,-1,-5,-1.1,-9
COCCCNC(=S)N/N=C/c1cccc(OC)c1O,0,-6,0.2,-2,6,-8,-2,-1.3,-5
Cc1nc2cc(-c3ccccc3)ccc2o1,7,2,-1.0,1,3,-11,-3,-2.0,12
O=C(c1ccc2c(c1)OCCO2)C1CCN(C(=O)Nc2ccc(F)cc2)CC1,0,5,9.6,4,-10,-5,-6,5.0,23
N#Cc1ccc(OCC(=O)NNC(=S)NC(=O)C2CC2)cc1,2,2,-0.4,-10,4,-5,-3,-0.9,-16
O=C(Oc1ccc(Cl)c2cccnc12)c1cccc([N+](=O)[O-])c1,2,-1,-0.1,13,3,-7,-6,-0.9,-9
Cc1ccc(C)c(NC(=S)NNC(=O)c2csc(C)c2C)c1,1,-13,1.2,-4,-1,0,-5,0.4,-3
CCc1c(C(=O)OCc2ccccc2)[nH]c(C)c1C,7,-20,-0.1,-21,6,-4,-2,-2.6,-3
CC(C)Nc1nc(SCC(=O)Nc2ccccc2)nc(N2CCOCC2)n1,9,-21,-0.3,-4,10,0,-6,-1.6,-32
CN(C)S(=O)(=O)c1ccc(N2CCCC2)c(C(=O)NC(c2ccccc2)c2ccccc2)c1,20,-14,0.8,27,0,0,-5,-1.8,4
CCOC(=O)/C=C/C(=O)OCC(=O)NCc1ccccc1,9,-5,0.5,-7,-1,-6,-6,0.3,2
Cc1ccc(S(=O)(=O)N(C)CC(=O)NC2CCCC2)cc1,7,-1,0.3,14,6,-8,-5,0.1,-5
O=C(Nc1ccc(-c2nc3ccc(NC(=O)c4cccs4)cc3[nH]2)cc1)c1cccs1,5,9,0.1,61*,-17,-13,-5,-0.1,38*

# Rows were taken by chance, and some 3.7% of all compounds hit somewhere here.
